All columns: NCI-60 one-dose screen, growth in % after 48 h at 10 µM unless noted; 100 = growth as untreated, 0 = no growth, -100 = all killed.
RXF 393 = RXF 393 renal cancer cells | AID 1794773 | 77,000 tested, 6.9% active
NCI-H522 = NCI-H522 lung cancer | 78,000 tested, 8% active | AID 1794739
A498 = A498 renal cancer cells | 76,000 tested, 5.4% active
NCI-H226 = NCI-H226 lung cancer. 79,000 tested, 3.5% active. AID 1794732
NCI-H23 = NCI-H23 lung cancer. 80,000 tested, 4% active
CAKI-1 = CAKI-1 renal cancer; 75,000 tested, 4.7% active; AID 1794772
NCI-H460 = NCI-H460 lung cancer | 82,000 tested, 6.8% active
ACHN = ACHN renal cancer | 81,000 tested, 4.9% active
NCI/ADR-RES = NCI/ADR-RES ovarian cells | 81,000 tested, 4.4% active
The depositor's hits bear a star; / = not tested or not shown. The calls were made as follows: active = growth percent below 10; inactive = the rest.

Short forms: A = RXF 393; B = NCI-H522; C = A498; D = NCI-H226; E = NCI-H23; F = CAKI-1; G = NCI-H460; H = ACHN; I = NCI/ADR-RES
mol: COc1ccc(-c2nc(S(=O)(=O)c3ccccc3)c(S(=O)CC(=O)N3CCC(C)CC3)o2)cc1 (stereo not given)
  A: 17; B: -87*; C: 84; D: 80; E: 54; F: 34; G: 80; H: -30*; I: 60
mol: CC1(C)OC2=C(CC1S(=O)(=O)O)C(=O)C(=O)c1ccccc12 (stereo not given)
  A: 101; B: 91; C: 142; D: 106; E: 102; F: 100; G: 122; H: 102; I: 110
mol: Cc1ccc(S(=O)(=O)NC2(C(=O)O)CCCC2)cc1
  A: 142; B: /; C: /; D: 106; E: 102; F: 105; G: 116; H: 104; I: 115
mol: COc1nc2c(c(=O)n1C)C1(C(=O)N(C)c3ccccc31)c1c(nc(OC)n(C)c1=O)N2
  A: 101; B: 118; C: 101; D: 96; E: 105; F: 100; G: 103; H: 99; I: 101
mol: NC(=O)CSc1nc(N)nc2nc[nH]c12
  A: 125; B: 93; C: 111; D: 105; E: 96; F: 77; G: 110; H: 100; I: 99
mol: COc1cccc(Cn2nc(Nc3ccccn3)nc2N)c1
  A: /; B: 66; C: 107; D: 74; E: 69; F: 65; G: 106; H: 80; I: 61
mol: O=[N+]([O-])c1ccc(O)c(/C=N/N2CCCCC2)c1
  A: 104; B: 90; C: 96; D: /; E: 102; F: 94; G: 108; H: 105; I: 102
mol: CC(C)c1ccc(S(=O)(=O)n2cc(C(=O)C(=O)Nc3ccncc3)c3ccccc32)cc1
  A: 94; B: 92; C: 37; D: 79; E: 69; F: 53; G: 76; H: 81; I: 88
mol: O=S(=O)(O)c1ccc(N=Nc2c(O)ccc3cc(Br)ccc23)cc1
  A: 138; B: 98; C: 127; D: 108; E: 97; F: /; G: 108; H: 104; I: 98
mol: COC(=O)c1ccc2c(c1)nc(-c1ccc(Cl)cc1)n2-c1ccc(OC)cc1
  A: 95; B: 79; C: 95; D: 93; E: 90; F: 80; G: 99; H: 96; I: 88
mol: COc1ccc(C(C(=O)NC(C)(C)C)N(Cc2ccco2)C(=O)CNC(=O)OC(C)(C)C)cc1OC (stereo not given)
  A: 110; B: 103; C: 75; D: 105; E: 94; F: 103; G: 108; H: 101; I: 49
mol: CN(C)CCCNCc1ccc(-c2ccc(F)c(Cl)c2)o1
  A: 16; B: 20; C: 78; D: /; E: 77; F: 38; G: -58*; H: 30; I: 54
mol: O=C(O)c1ccc(-c2nn(-c3ccc(C(F)(F)F)cc3)cc2CNc2ccc(F)cc2)cc1
  A: 93; B: 89; C: 73; D: 101; E: 97; F: 85; G: 92; H: 96; I: 98
mol: C[C@@H](O)CO
  A: 103; B: 94; C: 102; D: 100; E: 99; F: 100; G: 119; H: 108; I: 103
mol: FC(F)(F)c1ccc2c(c1)Nc1ccccc1S2
  A: 113; B: 94; C: /; D: 94; E: 107; F: 90; G: 102; H: 97; I: 107
mol: N#CC(COC(=O)Nc1cccc(Cl)c1)OCCO (stereo not given)
  A: 105; B: 85; C: /; D: 98; E: 94; F: /; G: /; H: 113; I: 106
mol: CC(=O)O[C@]1(C(C)=O)CC[C@@]2(C)[C@@H]3CCC4=CC(=O)CC[C@@H]4[C@@]3(F)[C@@H](O)C[C@]12C
  A: 121; B: 112; C: /; D: 85; E: 108; F: /; G: 96; H: 97; I: 96
mol: CCC(C)Cn1cnc2c(=O)[nH]c(N)nc21 (stereo not given)
  A: 108; B: 91; C: /; D: 102; E: 105; F: 99; G: 105; H: 100; I: 105
mol: COc1cc(/C=C2\Cc3c(F)ccc(Br)c3C2=O)cc(OC)c1
  A: 109; B: 95; C: /; D: 96; E: /; F: 89; G: 101; H: 102; I: 98
mol: COc1c(B(O)O)cccc1-c1nc2ccc3[nH]ncc3c2c2c1CCCC2
  A: -16*; B: 15; C: -16*; D: -11*; E: 16; F: 5.8*; G: 8.5*; H: 3.9*; I: 51
mol: COC(=O)CC(N)C(=O)OC (stereo not given)
  A: 110; B: 101; C: 95; D: 101; E: /; F: 94; G: 106; H: 100; I: 111
mol: NC(=S)N/N=C/c1cc(-c2cccc(N)c2)ccn1
  A: 35; B: -17*; C: 37; D: 16; E: 23; F: -9.6*; G: 5.6*; H: 7.9*; I: 21
mol: COc1ccc(-c2cc(-c3ccncc3)[nH]c(=O)c2C#N)cc1
  A: 100; B: 95; C: 76; D: 96; E: 93; F: 90; G: 103; H: 96; I: 97
mol: COc1cc(C(=O)/C(C)=C/c2c[nH]c3ccccc23)cc(OC)c1OC
  A: 46; B: -19*; C: 25; D: 62; E: 32; F: 34; G: 9.7*; H: 28; I: 5.4*
mol: N=C1CCC(=N)c2c1c(O)c1ccccc1c2O
  A: 80; B: 92; C: 100; D: 87; E: 82; F: 56; G: 173; H: 87; I: 119
mol: COc1cc(C2=NN(c3ccccc3)C(c3sc(N(C)Cc4ccccc4)nc3Cl)C2)cc(OC)c1OC (stereo not given)
  A: 110; B: 84; C: 112; D: 97; E: 90; F: 70; G: 104; H: 101; I: 93
mol: Cc1cc(N=Nc2cccc(S(=O)(=O)O)c2C)c(N)cc1N
  A: 118; B: 108; C: 100; D: 97; E: 99; F: 102; G: 105; H: 96; I: 102
mol: ClC(c1ccccc1)(c1ccccc1)C(Cl)(c1ccccc1)c1ccccc1
  A: 88; B: 80; C: 94; D: 90; E: 83; F: 74; G: 88; H: 98; I: 85
mol: O=C1C=CC(=Nc2cc(Br)c(O)c(Br)c2)C=C1Br
  A: 119; B: 94; C: 107; D: 100; E: 91; F: 92; G: 110; H: 102; I: 96
mol: COc1cc(C2C=C(c3cc(OC)c(OC)c(OC)c3)Nc3nc(SC)[nH]c(=O)c32)ccc1Oc1ccnc2cc(Cl)ccc12 (stereo not given)
  A: 103; B: 68; C: 71; D: 76; E: 84; F: 64; G: 70; H: 69; I: 63
mol: Nc1ncnc2c1C(c1ccc(Cl)cc1)c1sc3c(Br)cccc3c1O2 (stereo not given)
  A: 96; B: 74; C: 99; D: 77; E: 82; F: 89; G: 99; H: 93; I: 96
mol: CC(C)C(C(=O)Nc1ccccc1O)N1C(=O)/C(=C/c2ccc(Br)cc2)SC1=S (stereo not given)
  A: 87; B: 85; C: 89; D: 89; E: 90; F: 83; G: 99; H: 96; I: 90
mol: CCCCOC(=O)N1CCCCC1CCC (stereo not given)
  A: 108; B: 95; C: 113; D: 100; E: 110; F: /; G: 108; H: 103; I: 120
mol: COc1ccc(-c2nc3ccccn3c2-c2nnc(-c3ccc(F)cc3)o2)cc1
  A: 102; B: 56; C: 112; D: 99; E: 97; F: 103; G: 105; H: 105; I: 105
mol: COc1ccc([N+](=O)[O-])c(OC)c1C(=O)NCC1CC1
  A: /; B: 101; C: 101; D: /; E: 104; F: 101; G: 101; H: 105; I: 110
mol: O=c1[nH]c(CCc2c[nH]c3ccccc23)nc2ccccc12
  A: 109; B: 93; C: 113; D: 95; E: 102; F: 78; G: 100; H: 99; I: 101
mol: N#Cc1ccc(-n2nc(/C=C/c3ccc(F)cc3)cc2/C=C/c2ccc(F)cc2)cc1
  A: 113; B: 53; C: 95; D: 96; E: 91; F: 78; G: 107; H: 98; I: 100
mol: O=c1[nH]c2c(c(=O)[nH]1)CCCCCC2
  A: 117; B: 114; C: /; D: 108; E: 104; F: /; G: 104; H: 105; I: 110
mol: CC1(O)COCCCCOc2c(CN)cccc2NC(=O)c2nc(cnc2N)-c2ccc(cc2)S(=O)(=O)C(C)(C)C1 (stereo not given)
  A: -76*; B: -41*; C: -34*; D: /; E: -67*; F: 39; G: -62*; H: -99*; I: 48
mol: COc1ccc(-c2cc(-c3ccc(Nc4ccnc5cc(Cl)ccc45)cc3)nc(N3CCOCC3)n2)cc1
  A: 35; B: 48; C: 87; D: 69; E: 68; F: /; G: 13; H: 81; I: 21

2 records picked at random from those above:
Short forms: A = RXF 393; B = NCI-H522; C = A498; D = NCI-H226; E = NCI-H23; F = CAKI-1; G = NCI-H460; H = ACHN; I = NCI/ADR-RES
mol: Nc1ncnc2c1C(c1ccc(Cl)cc1)c1sc3c(Br)cccc3c1O2 (stereo not given)
  A: 96; B: 74; C: 99; D: 77; E: 82; F: 89; G: 99; H: 93; I: 96
mol: COc1ccc(-c2nc3ccccn3c2-c2nnc(-c3ccc(F)cc3)o2)cc1
  A: 102; B: 56; C: 112; D: 99; E: 97; F: 103; G: 105; H: 105; I: 105

Carrying on:
Short forms: A = RXF 393; B = NCI-H522; C = A498; D = NCI-H226; E = NCI-H23; F = CAKI-1; G = NCI-H460; H = ACHN; I = NCI/ADR-RES
mol: CCC(C)(C)C(=O)O[C@H]1C[C@@H](C)C=C2C=C[C@H](C)[C@H](CC[C@@H]3CC(SCCN)CC(=O)O3)[C@H]21 (stereo not given in full)
  A: 87; B: 65; C: 90; D: 98; E: 98; F: 84; G: 107; H: 96; I: 97
mol: Cn1c[n+](C)ccc1=O
  A: /; B: 101; C: 110; D: 103; E: 102; F: 103; G: 109; H: 105; I: 108
mol: O=c1c(O)cccn1CCCNCCCn1cccc(O)c1=O
  A: 104; B: 112; C: 115; D: 96; E: 105; F: 15; G: 89; H: 53; I: 75
mol: CSc1nc(N)n2nc(C3CC3)cc2n1
  A: 108; B: 102; C: 93; D: 97; E: 104; F: 79; G: 105; H: 113; I: 105
mol: C/C=C\C(C)C
  A: 112; B: 81; C: 107; D: /; E: 98; F: 98; G: 114; H: 101; I: 103
mol: NC(=O)CCNc1ccc2c(c1)Cc1ccccc1-2
  A: /; B: 90; C: 114; D: 78; E: 96; F: 91; G: 109; H: 101; I: 102
mol: COc1ccc(/C=N/Nc2no[n+]([O-])c2-c2ccccc2)cc1
  A: /; B: 92; C: 115; D: 97; E: 98; F: /; G: 110; H: 100; I: 99
mol: Cn1ccnc1C(=O)/C=C/c1ccc(CC(=O)NC2CCCCC2)cc1
  A: 73; B: 52; C: /; D: 93; E: 62; F: 67; G: 26; H: 81; I: 76
mol: CC(C)N(c1ccc(Cl)cc1)c1nc(-c2ccc(Br)cc2)cs1
  A: 131; B: 88; C: 94; D: 88; E: 96; F: 78; G: 101; H: 98; I: 109
mol: O=C(CCCCCCC(=O)Nc1ccc2c(c1)/C(=C/c1ccc[nH]1)C(=O)N2)NO
  A: -31*; B: 15; C: -59*; D: 28; E: /; F: 2.7*; G: 26; H: 4.5*; I: 36

Results in NCI-H226 and NCI-H23, for 4 of the compounds above:
SMILES	NCI-H226	NCI-H23
Cn1c[n+](C)ccc1=O	103	102
O=c1c(O)cccn1CCCNCCCn1cccc(O)c1=O	96	105
CSc1nc(N)n2nc(C3CC3)cc2n1	97	104
C/C=C\C(C)C	/	98

Back to the main list, repeating the five entries before the break.
Short forms: A = RXF 393; B = NCI-H522; C = A498; D = NCI-H226; E = NCI-H23; F = CAKI-1; G = NCI-H460; H = ACHN; I = NCI/ADR-RES
mol: NC(=O)CCNc1ccc2c(c1)Cc1ccccc1-2
  A: /; B: 90; C: 114; D: 78; E: 96; F: 91; G: 109; H: 101; I: 102
mol: COc1ccc(/C=N/Nc2no[n+]([O-])c2-c2ccccc2)cc1
  A: /; B: 92; C: 115; D: 97; E: 98; F: /; G: 110; H: 100; I: 99
mol: Cn1ccnc1C(=O)/C=C/c1ccc(CC(=O)NC2CCCCC2)cc1
  A: 73; B: 52; C: /; D: 93; E: 62; F: 67; G: 26; H: 81; I: 76
mol: CC(C)N(c1ccc(Cl)cc1)c1nc(-c2ccc(Br)cc2)cs1
  A: 131; B: 88; C: 94; D: 88; E: 96; F: 78; G: 101; H: 98; I: 109
mol: O=C(CCCCCCC(=O)Nc1ccc2c(c1)/C(=C/c1ccc[nH]1)C(=O)N2)NO
  A: -31*; B: 15; C: -59*; D: 28; E: /; F: 2.7*; G: 26; H: 4.5*; I: 36
mol: CC(CSc1n[nH]c(=S)s1)c1ccccc1 (stereo not given)
  A: 118; B: 79; C: 108; D: /; E: 106; F: 99; G: 114; H: 116; I: 114
mol: O=c1[nH]c(O)c(/C=C2\C=Nc3ccccc32)c(=O)[nH]1
  A: /; B: 61; C: 106; D: 102; E: 98; F: 96; G: 101; H: 110; I: 94
mol: CN(C)C(=O)OC1CCCCC1
  A: 113; B: 105; C: 110; D: 97; E: 111; F: 100; G: 101; H: 107; I: 109
mol: NC1=Nc2ccc(OC(F)(F)F)cc2SC1
  A: 112; B: 92; C: 57; D: 87; E: 82; F: 88; G: 105; H: 102; I: 90
mol: COc1ccc(/C=C2\c3cc(OC)c(OC)c(OC)c3CC[C@@H]2O)cc1F
  A: 8.3*; B: -32*; C: 8.3*; D: 58; E: 37; F: 48; G: 14; H: 43; I: 8.8*
mol: Cc1c(OCC(F)(F)F)ccnc1CNc1ccc(C2=CC(c3ccc([N+](=O)[O-])cc3)N=C(N)N2)cc1 (stereo not given)
  A: 118; B: 71; C: 98; D: 96; E: 103; F: 88; G: 101; H: 105; I: 106
mol: CCN(CC)C(=O)Cn1cc(NC(=O)OC(C)(C)C)nn1
  A: 116; B: 99; C: 113; D: 102; E: 90; F: 94; G: 100; H: 95; I: 96
mol: Cc1ccc(-c2nc3ccc(C(=O)N=Nc4c(O)[nH]c5ccccc45)cc3[nH]2)cc1
  A: 102; B: 98; C: 132; D: 95; E: 99; F: 101; G: 117; H: 104; I: 105
mol: Cc1ccccc1OC(=O)c1ccc(Cl)cc1
  A: 113; B: 95; C: 104; D: 105; E: 114; F: 95; G: 108; H: 102; I: 96

High-throughput results as filed in PubChem.
